CaV13 FRET inh = Disruptors of the CACNA1D IQ motif to Ca2+-dependent inactivation inhibitor domain association, primary screening, Förster resonance energy transfer in intact living …. HEK cells, CFP/YFP FRET ICDI-IQ, plate reader, 10 min; percent FRET-ratio fall versus neutral wells. inhibition, % at 12.3 µM. actives 0.098% (n = 340,000). AID 743397;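 active means mean replicate inhibition of at least 30% and at least 1% of replicates passing that level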;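 further: 0% = median of the neutral control wells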
hiPSC survival = hiPSC single-cell survival enhancement. ATPlite luminescence; 100% = ROCK inhibitor wells, 0% = DMSO. actives 0.044% (n = 360,000). survival enhancement, % at 20 µM. AID 602274; in the data active means survival enhancement above about 18%;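 further: cells exposed to compounds for 16 hours before the ATP read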
H9c2 protect = myocardial damage modulation in H9c2 cells; H9c2 cardiomyocytes, H2O2 injury protection, ATPLite, 2 h; AID 588492; actives 0.63% (n = 360,000); protection from H2O2 cell death, % at 20 µM;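 active means compounds giving at least 50% protection of heart cells from peroxide-induced death in the single-dose screen, raw or plate-pattern-corrected value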;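 further: 0% = DMSO wells with peroxide and 100% = DMSO wells without peroxide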
NR2E3 ag-1 = activates human NR2E3 receptor. actives 0.35% (n = 360,000). inhibition of corepressor binding, % at 3.98 µM. CHO-S Gal4-NCOR/VP16-NR2E3 two-hybrid, luciferase. AID 602229. Q9Y5X4;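 active means inhibition above the mean of all tested compounds plus 3 SD, cut at about 70% in these data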;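 further: 0% = DMSO with NR2E3 transfected cells and 100% = cells lacking NR2E3 construct; higher means lower luciferase signal from less NR2E3 corepressor binding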
Peg3 prom inh = inhibitors of Peg3 promoter; HeLa PEG-Prom luciferase reporter, luminescence, overnight; AID 588405; actives 1.7% (n = 360,000); inhibition, % at 20 µM;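 active means inhibition of at least 50% at 20 µM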
HIF-2a block = HIF-2a inhibition; 786-0 RCC cells HIF-2a reporter, luciferase luminescence, overnight; inhibition, % at 18.8 µM; actives 0.72% (n = 360,000); AID 624352;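 active means inhibition of the luminescence signal of 40% or more relative to plate controls, in a single-dose primary screen at 18.75 µM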
m5-HT2A agonist = mouse HTR2A agonism via beta-arrestin recruitment | P35363 | CHO-K1 mHTR2A beta-arrestin complementation, luminescence; percent of 30 µM serotonin response | activation, % at 7.6 µM | actives 0.66% (n = 360,000);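 active means activation above a run cutoff, the mean activation of all tested compounds plus 3 SD, cut at about 14% in these data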;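 further: 0% = plate median of compound wells and 100% = 30 µM serotonin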
Target sequence (P35363 whole entry, looked up): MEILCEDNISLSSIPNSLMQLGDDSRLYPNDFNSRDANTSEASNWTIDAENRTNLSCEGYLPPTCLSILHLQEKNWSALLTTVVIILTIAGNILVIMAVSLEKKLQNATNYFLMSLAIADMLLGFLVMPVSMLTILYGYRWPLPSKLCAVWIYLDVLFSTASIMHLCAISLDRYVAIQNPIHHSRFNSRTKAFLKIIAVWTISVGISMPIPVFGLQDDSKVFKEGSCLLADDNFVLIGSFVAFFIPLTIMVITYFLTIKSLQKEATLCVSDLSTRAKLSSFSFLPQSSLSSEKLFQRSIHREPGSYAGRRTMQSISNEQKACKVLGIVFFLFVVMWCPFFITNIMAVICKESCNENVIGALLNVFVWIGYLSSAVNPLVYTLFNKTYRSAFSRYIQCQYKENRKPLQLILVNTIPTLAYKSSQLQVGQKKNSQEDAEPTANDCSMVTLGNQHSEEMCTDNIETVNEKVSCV
MITF TRPM1 inh = MITF TRPM1 promoter inhibition in SK-MEL-5 cells. SK-MEL-5 TRPM1 promoter luciferase, 24 h. inhibition, % at 12.5 µM. actives 0.83% (n = 330,000). AID 488899;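 active means mean inhibition across replicates of 60% or more, whatever share of single replicates reaches that level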; further: values of inactives mirror those of a sister screen read the other way
NR2E3 ag-2 = agonists of human nuclear receptor NR2E3 | inhibition of corepressor binding, % at 4.78 µM | AID 2300 | Q9Y5X4 | GST-NR2E3/biotin-RetCOR TR-FRET, 1536-well | actives 0.12% (n = 320,000);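 active means percent inhibition above the cutoff of mean plus 3 SD of all tested compounds, set per screening campaign, cut at about 20% in these data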;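 further: 0% = DMSO wells and 100% = biotin wells as full block of FRET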
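system = GST-tagged NR2E3 plus biotinylated RetCOR corepressor | input = 1.35 nM GST-NR2E3 | also added = 7 nM biotin-RetCOR | schedule = 5 h incubation at 4 °C | measured by = TR-FRET with europium anti-GST and streptavidin-D2, 340 nm excitation | read-out = percent loss of FRET ratio relative to control wells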
Shn3 3UTR inh = inhibitors of Schnurri-3 3'UTR reporter in osteoblasts; actives 0.52% (n = 360,000); inhibition, % at 12.5 µM; AID 588674; Clone20 osteoblast Shn3 3'UTR firefly luciferase, 24 h;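 active means mean inhibition of at least 75% with every replicate also reaching 75%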;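 further: 0% = median of neutral control wells and 100% = pilot-screen positive control compound; some compounds past the cut are filed as inactive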
PDI turbidity = blocks human protein disulfide isomerase activity; inhibition, % at 10 µM; PDI insulin aggregation turbidity, A650, 90 min; P07237; actives 0.052% (n = 350,000); AID 588391;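 active means mean inhibition across replicates of 30% or more, whatever share of single replicates reach that level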;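 further: absorbance from insulin aggregation driven by PDI reduction with DTT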
Target sequence (P07237 whole entry, looked up): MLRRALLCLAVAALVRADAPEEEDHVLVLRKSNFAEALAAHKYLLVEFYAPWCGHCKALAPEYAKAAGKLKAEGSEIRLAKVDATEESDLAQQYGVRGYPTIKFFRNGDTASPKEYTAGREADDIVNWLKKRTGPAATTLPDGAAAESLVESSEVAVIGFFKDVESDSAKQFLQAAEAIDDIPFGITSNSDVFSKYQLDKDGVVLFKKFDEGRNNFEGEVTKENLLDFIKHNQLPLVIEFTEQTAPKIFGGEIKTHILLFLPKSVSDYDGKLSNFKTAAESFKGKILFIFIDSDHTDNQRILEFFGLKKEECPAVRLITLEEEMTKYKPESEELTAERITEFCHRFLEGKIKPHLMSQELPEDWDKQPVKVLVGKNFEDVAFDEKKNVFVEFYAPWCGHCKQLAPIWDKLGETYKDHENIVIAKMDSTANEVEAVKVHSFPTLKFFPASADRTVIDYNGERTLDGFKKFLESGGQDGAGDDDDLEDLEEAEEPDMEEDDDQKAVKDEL
* = called active by the depositor; · = no result given.

canonical_smiles	MITF TRPM1 inh	PDI turbidity	m5-HT2A agonist	hiPSC survival	HIF-2a block	CaV13 FRET inh	H9c2 protect	Peg3 prom inh	Shn3 3UTR inh	NR2E3 ag-2	NR2E3 ag-1
COc1cc(OC)c2ccc(=O)oc2c1C(CCN1CCCC1)c1ccc2c(c1)OCO2 (stereo not given)	-12	-3	-1	-2.3	7	-2	13	-8	20	3	-28
CC1=C(C(=O)N(C)C)CC(CC(=O)NC2CCCCC2)C(=O)N1CCC1=CCCCC1 (stereo not given)	·	-9	-3	0.8	-193	-7	-4	-104	-43	·	-74
CC(=O)N(C(C)=O)c1cccc(N(Cc2ccccc2)Cc2ccccc2)c1	-11	7	-5	-2.1	-10	-6	-5	30	35	·	-9
O=c1[nH][nH]c2c1[C@H](C1CCCC1)O[C@H](CCc1ccccc1)C2	·	·	7	0.8	11	-6	·	·	·	·	-6
Cc1ccc(O)c(/C=N/NC(=O)COc2ccc3c(C)cc(=O)oc3c2)c1	4	2	1	0.6	7	-4	38	67*	30	-1	-16
Cc1c(NC(=O)C(C)SC(=S)N2CCCC2)c(=O)n(-c2ccccc2)n1C (stereo not given)	-3	-7	0	-2.8	7	-5	4	14	-22	1	-22
Cc1cccc(NC(=O)C2CCN(C(=O)c3ccc(Cl)cc3)CC2)n1	2	-3	2	-0.2	-6	-6	1	-21	-5	-2	-24
COc1cccc(CN2CC(C(=O)N3CCCC3)CCC2=O)c1 (stereo not given)	13	5	0	-0.4	4	-15	-3	-5	-10	-5	-17
Cc1ccc(NC(=S)N(CCN(C)C)C(C)c2ccco2)cc1C (stereo not given)	12	-3	-2	3.7	5	-6	-1	8	8	0	-4
CC(C)(C)NC(=O)C[C@H]1C[C@H](C(=O)N2CCOCC2)[C@@]2(CCC3CCCC3)c3[nH]c4cc(-c5ccco5)ccc4c3CCN2C1=O	5	19	11	-2.3	1	·	-4	19	24	·	-11
CC1(C)CC2CC(C)(CN2C(=O)COC(=O)CNC(=O)c2ccc(Cl)c(Cl)c2)C1 (stereo not given)	3	6	5	0.3	10	-2	-9	14	-6	1	-2
COc1cc(Nc2ccn3nc(-c4ccc(F)cc4)cc3n2)cc(OC)c1OC	·	7	-1	-1.5	-146	-4	1	-128	-2	·	-30
CC(=O)c1c(C)[nH]c(C(=O)COC(=O)CCSc2ccccc2)c1C	5	-10	-2	-2.7	14	-7	-5	-12	-14	3	-41
CC(N)c1csc(Nc2ccc(C(=O)NCCO)cc2)n1 (stereo not given)	·	-5	-4	-1.7	7	-4	5	-9	11	·	-73
COc1cccc(C(=O)Oc2ccc(N3C(=O)CCC3=O)c(C)c2)c1	0	4	0	-0.1	12	-18	5	-8	12	1	10
COc1cc2c(cc1NC(=O)CN1C(=O)NC3(CCc4ccccc43)C1=O)oc1ccccc12 (stereo not given)	3	-3	4	-1.3	-41	-4	9	57*	9	2	29
CCn1cc(/C=N/NC(=O)c2ccc(C#N)cc2F)c2ccccc21	-15	-4	-6	-1.4	-28	-9	2	-25	11	-3	-11
Cc1nc2cc(NC(=O)c3ccc(Cl)cc3)ccc2n1C	-11	0	-3	-0.3	-147	-6	-10	-163	-61	1	-104
Cc1ccc(F)c(S(=O)(=O)NC(=O)C2(C)CCN2C(=O)C/C=C/c2ccccc2)c1 (stereo not given)	·	8	3	0.0	3	-5	-4	-15	5	·	-18
Cc1cccc(C(=O)N=C2SC3CS(=O)(=O)CC3N2c2ccccc2)c1 (stereo not given)	-5	7	1	-0.3	-5	-4	-3	8	-1	·	0

Remaining list, next part
canonical_smiles	MITF TRPM1 inh	PDI turbidity	m5-HT2A agonist	hiPSC survival	HIF-2a block	CaV13 FRET inh	H9c2 protect	Peg3 prom inh	Shn3 3UTR inh	NR2E3 ag-2	NR2E3 ag-1
Cc1cc(-c2nnc(SCC(=O)Nc3ccc(Br)cc3F)n2N)n[nH]1	-2	1	-2	-0.6	-7	-4	2	19	-14	-1	-2
CCOC(=O)c1cc2sccc2n1CC(=O)C(C)(C)C	4	3	-1	-0.5	21	1	3	3	9	-2	-12
COc1ccc(-c2nc3ccc(C(=O)NCC(OC)OC)cc3nc2-c2ccc(OC)c(OC)c2)cc1OC	-20	-4	-2	0.4	15	-23	24	4	16	4	2
C/C=C/C(=O)OCC(=O)Nc1cccc(Br)c1	10	-2	2	0.1	14	-13	-7	23	-13	1	-3
Cc1cc(/C=C2/SC(=O)N(CC(=O)N3CCOCC3)C2=O)c(C)n1-c1ccccc1F	-19	-4	4	-0.2	-9	-3	5	-37	-25	-3	5
COc1ccc(-c2nc3ncnn3cc2C)cc1F	3	0	6	-0.5	19	3	-4	6	2	5	-17
CCc1ccc(OCC2c3cc(OC)c(OC)cc3CCN2C(=S)NC)cc1 (stereo not given)	-1	6	-5	0.4	10	1	0	2	4	4	2
CCOc1ccc(CC(=O)N2CCN(c3ccc(N4CCOCC4)nn3)CC2)cc1OCC	0	-3	2	-1.2	6	-8	5	6	-10	0	2
CSCCC(NC(=O)c1ccc(Cl)cc1)C(=O)OCC(=O)N1CCCC1=O (stereo not given)	7	0	2	-0.5	11	-14	-5	1	7	1	-36
COc1cccc(N2CCN(Cc3nc(N)nc(Nc4ccccc4OC)n3)CC2)c1	-2	-1	-2	-3.5	-3	-3	5	9	7	3	-15
NS(=O)(=O)c1ccc(NC(=S)Nc2ccc(S(=O)(=O)Nc3nccs3)cc2)cc1	·	·	-1	1.2	5	-3	-1	-4	-4	·	-16
CC(C)C(NC(=O)c1c(F)cccc1F)C(=O)NCCc1ccc(S(N)(=O)=O)cc1 (stereo not given)	-5	2	5	0.2	-2	-3	-6	-4	-1	10	-4
NS(=O)(=O)c1ccc(CCNC(=O)CCCn2c(=O)[nH]c3ccc(Br)cc3c2=O)cc1	-13	-6	0	-0.7	14	-5	4	4	16	0	-22
Cc1ccc(-c2nnc(SCC(=O)NNC(=O)COc3cccc(C)c3)n2C)cc1	7	-6	1	-2.7	-21	-8	0	-3	-8	5	-11
CC1CCCN(c2ncnc3c2cnn3-c2ccc(Cl)cc2)C1 (stereo not given)	92*	12	-3	-3.3	82*	-5	-37	73*	78	1	92*
O=C(C1CCCCC1)N1CCCC(c2nc3c(nnn3Cc3ccccc3)c(=O)[nH]2)C1 (stereo not given)	3	-1	-8	-3.3	16	-8	4	9	-1	1	5
COCCCNC(=O)Cn1nc(-c2ccc(C)cc2)ccc1=O	8	-3	2	-2.9	-16	·	4	10	-1	1	11
CN(C)c1ccc(-c2nnc(-c3ccccc3F)o2)cc1	4	-4	8	-0.8	-140	-2	-15	-151	2	6	-145
O=C(C(=O)N1CCc2ccccc2C1)c1c[nH]c2ccccc12	-8	14	5	-4.1	-53	-9	0	-41	2	0	-12
CC(=O)Nc1nonc1-c1nc2ccccc2n1Cc1nnc(C)o1	2	-1	-2	0.0	10	-5	4	2	2	-3	-6

Next results follow:
canonical_smiles	MITF TRPM1 inh	PDI turbidity	m5-HT2A agonist	hiPSC survival	HIF-2a block	CaV13 FRET inh	H9c2 protect	Peg3 prom inh	Shn3 3UTR inh	NR2E3 ag-2	NR2E3 ag-1
CCOc1cnc(-c2c(-c3ccccc3Cl)noc2C)o1	6	-2	2	0.4	9	6	-6	26	9	6	-18
CCCc1nc2ccc(Br)cn2c1Cc1ccccc1	·	·	7	-1.1	-51	-5	-8	-55	4	·	-14
Cc1ccccc1NS(=O)(=O)c1ccc(C(=O)N2CCC2)cc1	5	1	-2	-0.6	1	-6	-2	5	-4	3	3
CCC(=O)Nc1cc2c(cc1C(=O)CC)OCCO2	16	-8	-3	7.3	-5	·	5	-2	-24	-2	8
CCN(CC)CCCNC(=O)c1nn(-c2ccccc2OC)c(=O)c2ccccc12	-8	0	0	6.9	14	·	-5	4	4	-4	2
COc1ccccc1C(=O)N1CCN(Cc2cn[nH]c2-c2ccc(F)cc2F)CC1	9	9	1	-0.2	23	-3	2	1	-18	-1	10
Cc1cccc(Nc2nc3ccccc3s2)c1C	-27	12	3	-1.4	-265	-3	-8	-281	-130	3	-155
CC1(C)CC2CC(C)(CN2C(=O)COC(=O)c2cc(Cl)cc(Cl)c2N)C1 (stereo not given)	2	1	6	0.9	8	-7	-4	19	2	3	-6
COc1cccc(NC(=O)C(C)NS(=O)(=O)c2ccc(Br)cc2)c1 (stereo not given)	15	4	-5	-0.2	12	-6	-1	22	6	0	-13
CCN(CC)S(=O)(=O)c1ccc(C(=O)NNC(=O)C2CCN(S(=O)(=O)c3ccc(Cl)cc3)CC2)cc1	3	11	0	2.5	8	-10	3	11	9	2	5
Nc1ccccc1-c1ccn[nH]1	16	-7	1	0.6	13	-5	0	10	-8	·	-18
CN1CCN(c2nc3c(c(=O)n(C)c(=O)n3C)n2Cc2ccccc2Cl)CC1	8	-13	4	-0.5	13	-2	10	3	-26	3	-53
CCOc1nc(SCCOc2ccc(C)cc2)nc(N(C)C)n1	-2	5	-3	0.2	18	-1	-18	22	9	0	-6
O=C(Nc1cc(F)ccc1F)N1CCN(c2ccnc3cc(Cl)ccc23)CC1	13	3	0	1.3	32	-6	-8	18	82	-5	37
Cc1nc(SCC(=O)OCc2ccccc2)c2c(=O)n(C)c(=O)n(C)c2n1	-7	·	-1	-0.5	-6	-5	30	8	1	3	-19
COC(=O)CCCn1nc(NC(=O)c2ccco2)cc1C	-15	2	2	0.1	-46	-18	1	-15	0	0	-3
O=C(CSc1nnc(-c2ccco2)n1Cc1ccccc1)c1ccc(F)cc1	-26	-3	-4	5.4	-157	·	2	-135	-5	-3	-23
Cc1cccc(C(=O)NNC(=O)c2ccccc2)c1	-3	0	2	-1.0	-46	-14	6	-40	-25	-1	-7
CC(=O)O[C@]1(C(C)=O)CCC2C3C=C(C)C4=CC(=O)CC[C@]4(C)C3CC[C@@]21C (stereo not given in full)	6	-2	6	-0.7	30	-3	-3	-4	19	1	12
CCN(CC)S(=O)(=O)c1cc(NS(=O)(=O)c2cc(Cl)ccc2Cl)ccc1C	2	-4	6	-2.3	14	-5	-3	14	-16	-3	12

The listing continues.
canonical_smiles	MITF TRPM1 inh	PDI turbidity	m5-HT2A agonist	hiPSC survival	HIF-2a block	CaV13 FRET inh	H9c2 protect	Peg3 prom inh	Shn3 3UTR inh	NR2E3 ag-2	NR2E3 ag-1
Cc1ccc(S(=O)(=O)NN/C(=N/S(=O)(=O)c2ccccc2)c2ccccc2)cc1	-4	1	-11	-0.5	3	-6	10	11	13	2	19
O=C(O)c1cccc(-n2cnnn2)c1	-3	17	2	9.1	17	-2	12	7	2	1	-1
Cc1cc(C)nc(SCC(=O)Nc2ccccc2[N+](=O)[O-])n1	18	5	-2	0.3	-12	-4	6	8	8	0	10
O=C(N/N=C/c1ccc(Cl)cc1Cl)c1n[nH]c2c1CCCC2	-57	8	0	-1.4	-195	-5	16	-131	-74	-1	-128

Compound activity deposited in PubChem by several laboratories.
